Screening results from PubChem BioAssay.
Tau fibril ThT – qHTS for Inhibitors of Tau Fibril Formation, Thioflavin T Binding. 270,000 compounds, 2.1% hits. Potency, µM (titrated, usually from 57.4 µM), without a hit: at the highest dose activity, negative = inhibition, most hits filed as inhibitors. recombinant tau K18 P301L, heparin-induced fibrillization, ThT fluorescence. AID 1460, 2008. Microtubule-associated protein tau (Homo sapiens), P10636; also: nearly all actives have a fitted effect of over 55% in size
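Tau K18 P301L fragment (15 uM unlabeled plus 0.24 uM Alexa 594-labeled) in 100 mM sodium acetate pH 7 with compound, fibrillization induced by 20 uM heparin for 6 hr at 37 C. Thioflavin T (30 uM) added, fluorescence read after 1 hr (ex 450, em 510 nm).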
ALDH1A1 inh – qHTS Assay for Inhibitors of Aldehyde Dehydrogenase 1 (ALDH1A1) | Purified ALDH1A1, NADH fluorescence, propionaldehyde substrate | Aldehyde dehydrogenase 1A1 (Homo sapiens), P00352 | Potency, µM (doses to about 75.3 µM), for the others: at the top dose activity, negative = inhibition, hits mostly inhibitors | AID 1030, 2008 | 220,000 compounds, 7.3% hits; active = well fitted inhibition curve with a large enough effect, not every such curve was filed as active; inconclusive = small, poorly fitted or top-dose-only effect, or another doubt; inactive = no such curve, though single readings can be large or run the other way;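 also: plate controls were no enzyme wells and a reference inhibitor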
Target sequence (P00352 whole entry, looked up): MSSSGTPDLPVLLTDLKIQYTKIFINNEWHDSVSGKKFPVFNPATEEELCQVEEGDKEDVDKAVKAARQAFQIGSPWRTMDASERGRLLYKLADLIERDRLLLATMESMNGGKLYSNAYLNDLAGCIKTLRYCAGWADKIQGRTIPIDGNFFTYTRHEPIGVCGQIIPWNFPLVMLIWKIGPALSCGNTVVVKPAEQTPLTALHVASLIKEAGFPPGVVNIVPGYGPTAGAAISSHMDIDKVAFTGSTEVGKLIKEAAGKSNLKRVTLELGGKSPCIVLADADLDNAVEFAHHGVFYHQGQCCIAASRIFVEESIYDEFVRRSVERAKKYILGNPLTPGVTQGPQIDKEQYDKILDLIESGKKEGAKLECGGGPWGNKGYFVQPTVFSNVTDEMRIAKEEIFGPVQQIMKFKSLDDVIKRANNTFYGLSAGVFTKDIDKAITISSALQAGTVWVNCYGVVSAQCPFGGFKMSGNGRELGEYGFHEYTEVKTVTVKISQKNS
aGal spleen mod – qHTS Assay for Inhibitors and Activators of Human alpha-Galactosidase From Spleen Homogenate. Alpha-galactosidase A (Homo sapiens), P06280. human spleen homogenate, 4MU-alpha-Gal fluorescence, 40 min. Potency, µM (doses to about 80 µM), for the others: top-dose activity change, negative = inhibition, actives largely listed as inhibitors. 240,000 compounds, 0.008% hits;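 also: 0% = enzyme with vehicle and -100% = no enzyme basal signal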
Target sequence (P06280 32-429 limits assumed): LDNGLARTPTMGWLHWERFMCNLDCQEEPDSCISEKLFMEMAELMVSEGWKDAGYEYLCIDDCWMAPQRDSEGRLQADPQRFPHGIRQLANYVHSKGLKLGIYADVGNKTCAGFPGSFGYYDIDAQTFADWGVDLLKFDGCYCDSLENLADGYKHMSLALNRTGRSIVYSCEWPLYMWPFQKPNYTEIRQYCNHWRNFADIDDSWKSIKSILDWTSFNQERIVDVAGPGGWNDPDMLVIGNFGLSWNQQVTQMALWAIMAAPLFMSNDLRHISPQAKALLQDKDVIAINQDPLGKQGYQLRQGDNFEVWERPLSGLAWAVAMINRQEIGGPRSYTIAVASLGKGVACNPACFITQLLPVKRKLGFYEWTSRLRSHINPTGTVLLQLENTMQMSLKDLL
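qHTS titration in buffer at pH 5.0. Alpha-galactosidase activity in spleen homogenate was measured via 4-methylumbelliferone release from 1 mM fluorogenic substrate after 40 min at 37C and a pH 10 stop. AC50 came from Hill fits of control-normalized data.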
Tau FP inhib – qHTS for Inhibitors of Tau Fibril Formation, Fluorescence Polarization; Microtubule-associated protein tau (Homo sapiens), P10636; K18 P301L tau heparin fibrillization, Alexa594 FP, 6 h; Potency, µM (highest dose often 57.7 µM), without a hit: at the top dose activity, negative = inhibition, actives largely listed as inhibitors; 280,000 compounds, 0.39% hits; also: nearly all actives have a fitted effect of over 55% in size
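Recombinant K18 P301L […], labeled with Alexa 594 at 0.24 uM over 15 uM unlabeled; heparin inducer 20 uM final; 37 C, 6 hr; FP endpoint.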
L3MBTL1 block – qHTS Assay for the Inhibitors of L3MBTL1; AlphaScreen L3MBTL1–H3K9me1 peptide binding; Lethal(3)malignant brain tumor-like protein 1 (Homo sapiens), Q9Y468; AID 485360, 2010; Potency, µM (highest dose often 57.1 µM), inactives show at the highest dose activity, negative = inhibition, actives largely listed as inhibitors; 230,000 compounds, 0.66% hits; also: nearly all actives have a fitted effect of over 60% in size
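First, the protein-peptide complex forms for 30 min at room temperature (L3MBTL1 50 nM, biotinylated H3K9me1 peptide 75 nM). Next, compounds are pin-transferred and incubated 30 min. Finally, AlphaScreen beads are added and read after 30 min.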
Tau fluor cs – Counterscreen qHTS for Inhibitors of Tau Fibril Formation, Fluorescence Polarization | tau K18 P301L (four-repeat tau fragment) Alexa594 fluorescence, heparin fibrillization | 280,000 compounds, 0.93% hits | Potency, µM (highest dose often 57.7 µM), for the others: at the top dose activity change, negative = decrease; also: nearly all actives have a fitted effect of over 55% in size
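Human K18 P301L tau (15 uM unlabeled plus 0.24 uM Alexa 594-labeled, final) in 100 mM sodium acetate pH 7 was mixed with compound and 20 uM heparin and incubated 6 hr at 37 C.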
TRb SRC2 PPI – qHTS for Inhibitors of the Interaction of Thyroid Hormone Receptor and Steroid Receptor Coregulator 2; 280,000 compounds, 0.065% hits; TRbeta-SRC2 peptide binding, fluorescence polarization; receptor liganded with 1 µM T3; Potency, µM (titrated, usually from 106 µM), for the others: at the highest dose activity change, negative = inhibition, actives largely listed as inhibitors;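 also: plate controls were bound peptide for no effect and peptide without receptor for full effect; nearly all actives have a fitted effect of over 50% in size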
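Assay buffer: 20 mM Tris-HCl, 100 mM NaCl, 10% glycerol, 1 mM EDTA, 0.01% NP-40, 1 mM DTT, 1 uM T3, 5% DMSO; TRb LBD 0.6 uM, Texas Red SRC2 20 nM; FP after 5 hr.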
TR SRC2 fluor cs – Total Fluorescence Counterscreen for Inhibitors of the Interaction of Thyroid Hormone Receptor and Steroid Receptor Coregulator 2; TRb/SRC2 Texas Red total fluorescence interference; Potency, µM (series often up to 106 µM), for inactives: top-dose fluorescence change, negative = quenching; 280,000 compounds, 0.29% hits; AID 1479, 2009; active = well fitted curve in either direction with a large enough effect; inconclusive = small, poorly fitted or top-dose-only effect
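Flags fluorescent or light-absorbing compounds by total fluorescence, S + 2P, at 555 nm excitation and 632 nm emission. Mixture: 20 nM Texas Red SRC2 peptide, 0.6 uM human TRb LBD, 1 uM T3, 5% DMSO; compound exposure 5 h at ambient temperature.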
Active calls of the source: *; ? = inconclusive; / = no result given; & = joins results of further samples; [ ] = another dose, or the depositor's remark. Unless noted, calls follow the shape of the dose curve; as a rule, active = well fitted curve in the direction sought with a large enough effect; inconclusive = small, poorly fitted or top-dose-only effect, or another doubt; inactive = no such curve, though single readings can be large; an effect the other way counts as inactive or inconclusive. Unless noted, % is scaled to controls: 0 for no effect and ±100 for the full control effect; potency is read from the fitted curve at half-maximal effect. Not all compounds are listed; rates above refer to the full screens.

SMILES	Tau fibril ThT	ALDH1A1 inh	aGal spleen mod	Tau FP inhib	L3MBTL1 block	Tau fluor cs	TRb SRC2 PPI	TR SRC2 fluor cs
C[C@]12CCC3C(CC[C@H]4C[C@@H](O)CC[C@]34C)[C@@H]1CCC2=O (stereo partly specified)	-6.6%	6.9%	7.0%	3.8%	/	-6.1%	-1.3%	-2.1%
Oc1cc(Cl)ccc1Cl	/	?	9.8%	/	/	/	2.2%[201 µM]	1.4%[201 µM]
COc1cccc(CNCCc2c[nH]c3ccccc23)c1OC	2.0%	-1.9%	3.6%	4.8%	/	-6.4%	2.7%	-2.7%
CNC(Cc1c[nH]c2ccccc12)C(=O)O (stereo unspecified)	-11.2%	8.4%	-2.4%	0.9%	/	-17.6%	-1.9%	0.5%
COc1cc2occc2c2oc(=O)ccc12	-4.6%&1.1%&-3.9%	-11.4%	-13.9%&5.5%&-2.5%	?	0.6%	2.3%&-4.3%&-1.6%	2.4%&-3.7%&5.8%	-3.6%&-3.8%&-0.8%
O=c1cccc2n1CC1CC2CN(Cc2cccc(Cl)c2Cl)C1 (stereo unspecified)	-15.2%	?	-5.2%	2.9%	-4.2%	-3.7%	2.1%	1.6%
Cc1ccc(S(=O)(=O)N(C)CCCC(=O)N2CCN(c3ccccn3)CC2)cc1	-3.0%	-9.3%	7.4%	5.6%	4.8%	4.0%	-6.2%	-2.7%
O=C(/C=C\c1ccc(Cl)cc1)N[C@@]12CCC(=O)[C@@H]3Oc4c(O)ccc5c4[C@@]31CCN(CC1CC1)[C@@H]2C5	-0.8%	-0.3%	-3.7%	-0.9%	/	-9.8%	3.2%	0.9%
CCC(=NCC1CCCO1)c1c(O)n(-c2ccccc2)c(=O)[nH]c1=O (stereo unspecified)	-1.1%	8.9%	12.3%	-5.8%	/	-6.1%	2.2%	1.9%
Cc1cc(N2CCCCC2)nc2ccc(NC(=O)/C=C/c3ccc(OC(C)C)cc3)cc12	2.82µM*	/	/	5.1%	/	8.91µM*[quencher]	4.1%	-0.7%
CC(C)[C@H](NC(=O)[C@H](CCC(=O)O)NC(=O)[C@H](Cc1ccccc1)NC(=O)[C@H](C)NC(=O)[C@@H](N)Cc1ccc(O)cc1)C(=O)N[C@H](C(=O)NCC(N)=O)C(C)C	-2.8%	6.7%	-5.3%	-3.5%	/	-1.8%	2.8%	0.4%
CCC#N	/	?	9.5%	/	/	/	-1.1%	-2.4%
COc1cccc(C(=O)Nc2ccc3nc(SCC(=O)N(C)c4ccccc4)sc3c2)c1	-5.2%	/	/	?	/	?	0.5%	?
FC(F)(F)c1ccc2c(c1)ncn2C1CCN(Cc2nnnn2C2CCCCC2)CC1	-5.7%	0.562µM*	10.5%	0.2%	-7.5%	-8.0%	-7.6%	-1.2%
CC(C)Cn1cc(C(=O)N2CCC3(CC2)OCCO3)c2c3ccccc3n(C)c2c1=O	-10.0%	?	?	4.1%	0.0%	-5.0%	3.9%	-1.2%
N[C@@H](Cc1c[nH]c2ccccc12)c1nnc(SCc2ccc(F)cc2)o1	-8.1%	1.3%	1.9%	?	-2.8%	-18.2%	-11.1%	-1.1%
CC(CO)NC(=O)C1C=C2c3cccc4[nH]cc(c34)C[C@H]2N(C)C1 (stereo partly specified)	?	?	6.0%	4.3%	/	?	8.9%	-1.3%
Cn1c(=O)n(C)c2cc(CNCCc3ccccc3F)ccc21	-3.5%	/	/	-3.4%	/	-6.9%	-7.6%	?
CCC[N+](=O)[O-]	/	8.2%	-9.8%	/	/	/	1.7%	0.7%
CC(C)C(O)(C(=O)OC[C@@H]1CC[N+]2([O-])CCCC12)C(C)O (stereo partly specified)	-1.8%	7.9%	-1.5%	5.8%	/	-1.3%	4.5%	-0.7%
COc1cc2c(cc1OC)[C@@]13CCN4CC5=CCO[C@H]6CC(=O)N2[C@H]1[C@H]6[C@H]5C[C@H]43	-2.2%	-2.0%	-7.5%	-4.2%	-11.1%	-7.8%	-4.8%	-6.1%
Cc1ccccc1C(=O)Nc1sc2c(c1C(=O)O)CCC(C(C)(C)C)C2 (stereo unspecified)	20µM*	/	/	-7.9%	/	?	3.1%	-2.5%
CSc1ccc(C(=O)C2CCCN(Cc3ccn[nH]3)C2)cc1 (stereo unspecified)	2.5%	/	0.9%	-9.0%	-0.8%	-2.8%	-1.0%	-2.5%
Cc1ccc2c(c1)N(CCC(=O)N1CCC3(CC1)OCCO3)C(=O)C(C)O2 (stereo unspecified)	-0.9%	?	4.8%	5.8%	2.8%	8.9%	-2.0%	-0.4%

Some of the entries so far, with two lines to a compound.
Each structure is followed by: Tau fibril ThT, ALDH1A1 inh, aGal spleen mod, Tau FP inhib, L3MBTL1 block, Tau fluor cs, TRb SRC2 PPI, TR SRC2 fluor cs
C[C@]12CCC3C(CC[C@H]4C[C@@H](O)CC[C@]34C)[C@@H]1CCC2=O (stereo partly specified)
 : -6.6%, 6.9%, 7.0%, 3.8%, /, -6.1%, -1.3%, -2.1%
Oc1cc(Cl)ccc1Cl
 : /, ?, 9.8%, /, /, /, 2.2%[201 µM], 1.4%[201 µM]
COc1cccc(CNCCc2c[nH]c3ccccc23)c1OC
 : 2.0%, -1.9%, 3.6%, 4.8%, /, -6.4%, 2.7%, -2.7%
CNC(Cc1c[nH]c2ccccc12)C(=O)O (stereo unspecified)
 : -11.2%, 8.4%, -2.4%, 0.9%, /, -17.6%, -1.9%, 0.5%
COc1cc2occc2c2oc(=O)ccc12
 : -4.6%&1.1%&-3.9%, -11.4%, -13.9%&5.5%&-2.5%, ?, 0.6%, 2.3%&-4.3%&-1.6%, 2.4%&-3.7%&5.8%, -3.6%&-3.8%&-0.8%
O=c1cccc2n1CC1CC2CN(Cc2cccc(Cl)c2Cl)C1 (stereo unspecified)
 : -15.2%, ?, -5.2%, 2.9%, -4.2%, -3.7%, 2.1%, 1.6%
Cc1ccc(S(=O)(=O)N(C)CCCC(=O)N2CCN(c3ccccn3)CC2)cc1
 : -3.0%, -9.3%, 7.4%, 5.6%, 4.8%, 4.0%, -6.2%, -2.7%
O=C(/C=C\c1ccc(Cl)cc1)N[C@@]12CCC(=O)[C@@H]3Oc4c(O)ccc5c4[C@@]31CCN(CC1CC1)[C@@H]2C5
 : -0.8%, -0.3%, -3.7%, -0.9%, /, -9.8%, 3.2%, 0.9%
CCC(=NCC1CCCO1)c1c(O)n(-c2ccccc2)c(=O)[nH]c1=O (stereo unspecified)
 : -1.1%, 8.9%, 12.3%, -5.8%, /, -6.1%, 2.2%, 1.9%
Cc1cc(N2CCCCC2)nc2ccc(NC(=O)/C=C/c3ccc(OC(C)C)cc3)cc12
 : 2.82µM*, /, /, 5.1%, /, 8.91µM*[quencher], 4.1%, -0.7%
CC(C)[C@H](NC(=O)[C@H](CCC(=O)O)NC(=O)[C@H](Cc1ccccc1)NC(=O)[C@H](C)NC(=O)[C@@H](N)Cc1ccc(O)cc1)C(=O)N[C@H](C(=O)NCC(N)=O)C(C)C
 : -2.8%, 6.7%, -5.3%, -3.5%, /, -1.8%, 2.8%, 0.4%
